Diaph inh CS = counter-screen for diaphorase-based assays: diaphorase inhibitors and chemical oxidizers | diaphorase resazurin-to-resorufin fluorescence, NADH, 16 min; bacterial (C. kluyveri) enzyme, not human | inhibition, % at 20 µM | actives 0.69% (n = 190,000);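 active means primary screen inhibition at 20 µM above a set limit, cut at about 50% in these data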;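 further: plate controls were DMSO with full reaction for no effect and wells lacking NADH for full effect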
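controls = No-NADH positive control and DMSO neutral control | system = Clostridium kluyveri diaphorase enzyme | timing = reaction incubation of 16 min at room temperature | signal = resorufin fluorescence 544/590 nm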
Diaphorase act = activates diaphorase or chemically reduces, flagging diaphorase assay artifacts | Diaphorase/resazurin coupled assay, resorufin fluorescence, 16 min; stronger effect = higher value; 1 = vehicle wells, 0 = NADH-free wells | activation factor at 20 µM | actives 0.005% (n = 190,000) | AID 1229;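 active means diaphorase activity raised at least twofold by the compound at 20 µM; inactive means activation factor below 2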
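Measured by – red resorufin fluorescence at 544/590 nm excitation/emission · Test system – Clostridium kluyveri diaphorase, purified enzyme · Incubation – reaction time 16 min, room temperature · Buffer or medium – 50 mM HEPES pH 7.4 with 4.542 mM MgCl2, 0.005% Tween 20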
DTT redox prof = compounds producing H2O2 with reducing agent – biochemical, NIH compound library profiling, artefact control for MLSCN library redox annotation, primary screen | DTT-dependent redox cycling H2O2, phenol red/HRP absorbance; 100% = 100 µM peroxide control, 0% = buffer | activation, % at 10 µM | actives 0.03% (n = 200,000);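 active means activation of at least 50% relative to the plate's high and low controls in the primary single-dose screen; inactive means activation below 50%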;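 further: compound incubated with DTT at 0.8 mM final as the reducing agent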
S1P3 antag = antagonists of human S1P3 receptor; Q99500; CHO S1P3 NFAT-BLA reporter, FRET fluorescence, antagonist mode; inhibition, % at 4.98 µM; actives 0.27% (n = 170,000);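 active means inhibition above the plate cutoff, the mean inhibition of test wells on that plate plus 3 SD, cut at about 28% in these data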;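 further: cells challenged with S1P at its EC80 of 0.8 µM; blue over green emission ratio from cleaved BLA substrate after 4 h stimulation; 0% = S1P-stimulated wells and 100% = unstimulated DMSO-only wells; some compounds past the cut are filed as inactive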
Hsp70 activator = transcriptional activators of Hsp70 | HeLa Hsp70 promoter luciferase reporter, luminescence; scaled: vehicle 0, proteasome-inhibitor control 100% | activation, % at 10 µM | actives 0.04% (n = 200,000);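 active means activation above the mean across all tested compounds plus 3 SD, cutoff set per campaign, cut at about 5.5% in these data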;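 further: 100% = MG132 at 30 µM as the positive control and 0% = DMSO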
PMI act hi M6P = PMI (human) activation, high substrate | P34949 | coupled PMI enzyme assay, resazurin fluorescence, 20 min; stronger effect = higher value; 1 = untreated enzyme, 0 = substrate-free blank | activation factor at 20 µM | actives 0.34% (n = 190,000);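 active means activation factor of 2 or more at 20 µM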
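test system = human PMI in coupled enzyme assay | medium = HEPES-buffered pH 7.4 with magnesium and detergent | also added = 1.0 mM mannose-6-phosphate substrate with 0.22 mM NADP+ | compound = 20 µM single dose | times = 20 min incubation at room temperature | measured by = resorufin fluorescence (Ex 544/Em 590 nm) from resazurin via diaphorase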
RAM network inh = blocks the yeast RAM network | S. cerevisiae dse1pr::URA3 reporter, 5-FOA growth OD615, 2 d; analog-sensitive cbk1-as2 kinase mutant strain | AID 868 | inhibition, % at 50 µM | actives 1.8% (n = 190,000);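 active means inhibition above a set limit, 3 SD over mean compound inhibition, cut at about 8.4% in these data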;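 further: 0% = DMSO-only wells with no growth and 100% = 10 µM 1-NA-PP1 full growth; inhibition rescues growth on 5-FOA so higher OD means more RAM inhibition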
TLR4 MyD88 comp = blocks binding of human TLR4 to MyD88. O00206+Q99836. actives 0.18% (n = 200,000). inhibition, % at 8.4 µM. HeLa CL3-4 TLR4/MyD88 BLA complementation, FRET ratio; in the data active means inhibition above about 25%;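 further: 0% = vehicle and 100% = reference inhibitor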
Target sequence (O00206 whole entry, looked up): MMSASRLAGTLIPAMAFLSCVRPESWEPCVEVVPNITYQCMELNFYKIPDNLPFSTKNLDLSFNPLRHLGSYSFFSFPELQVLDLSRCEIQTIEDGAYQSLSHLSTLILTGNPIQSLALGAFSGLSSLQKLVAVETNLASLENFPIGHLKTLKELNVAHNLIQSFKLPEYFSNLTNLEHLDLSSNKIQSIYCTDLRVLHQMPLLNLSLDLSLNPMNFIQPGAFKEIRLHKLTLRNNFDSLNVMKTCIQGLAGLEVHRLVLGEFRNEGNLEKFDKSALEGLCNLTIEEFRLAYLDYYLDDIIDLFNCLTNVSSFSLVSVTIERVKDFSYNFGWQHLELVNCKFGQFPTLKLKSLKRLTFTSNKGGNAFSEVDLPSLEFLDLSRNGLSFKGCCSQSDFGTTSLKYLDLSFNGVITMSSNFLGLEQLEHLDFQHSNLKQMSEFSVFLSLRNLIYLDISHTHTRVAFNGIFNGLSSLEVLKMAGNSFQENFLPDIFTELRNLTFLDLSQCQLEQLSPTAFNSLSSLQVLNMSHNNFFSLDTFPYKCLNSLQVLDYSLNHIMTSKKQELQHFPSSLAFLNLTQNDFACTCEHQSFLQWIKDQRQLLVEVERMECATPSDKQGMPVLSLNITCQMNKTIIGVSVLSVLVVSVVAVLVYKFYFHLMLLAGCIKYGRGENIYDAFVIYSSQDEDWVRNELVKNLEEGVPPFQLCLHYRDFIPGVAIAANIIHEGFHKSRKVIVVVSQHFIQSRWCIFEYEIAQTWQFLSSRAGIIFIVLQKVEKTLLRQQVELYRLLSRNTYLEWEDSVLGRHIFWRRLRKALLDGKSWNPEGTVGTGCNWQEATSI
Target sequence (Q99836 whole entry, looked up): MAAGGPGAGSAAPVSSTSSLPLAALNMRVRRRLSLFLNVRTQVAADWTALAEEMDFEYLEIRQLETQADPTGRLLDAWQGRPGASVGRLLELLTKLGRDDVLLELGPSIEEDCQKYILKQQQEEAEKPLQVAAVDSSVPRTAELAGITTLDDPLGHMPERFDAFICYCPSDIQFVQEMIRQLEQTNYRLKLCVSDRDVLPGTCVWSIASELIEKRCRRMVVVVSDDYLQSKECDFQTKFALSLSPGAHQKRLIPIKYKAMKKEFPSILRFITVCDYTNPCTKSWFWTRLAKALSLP
Lmaj promast = reduces viability of Leishmania major promastigotes; resazurin fluorescence viability; AID 1063; inhibition, % at 10 µM; actives 9% (n = 200,000);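 further: promastigotes grown with compound for 44 hours at 28 °C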
G6PDH CS = counter-screen for G6PDH assay hits: L. mesenteroides G6PDH inhibition | Purified L. mesenteroides G6PDH, diaphorase/resazurin coupled fluorescence, 45 min | inhibition, % at 5 µM | actives 0.12% (n = 200,000)
PMI act = activators of human phosphomannose isomerase. P34949. purified human PMI, coupled resazurin fluorescence, 20 min; stronger effect = higher value; 1 = vehicle control, 0 substrate-free wells. activation factor at 20 µM. actives 0.005% (n = 190,000). AID 1214;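 active means activation factor of 2 or more at 20 µM, relative to plate controls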
Active calls of the source: *. Unless noted, no stated cut-off is given here; in the data, active means inhibition above about 50%; inactive means the rest. This is a random part of the collection, and some 12% of all compounds hit somewhere here.

For O=C(CC1Nc2c3ccccc3nc(=S)n2C1=O)NC1CCCCC1 (stereo unspecified) the results were Diaph inh CS 45, Diaphorase act 0.6, DTT redox prof -0.4, S1P3 antag -12, Hsp70 activator -0.3, PMI act hi M6P 1.1, RAM network inh 2.7, TLR4 MyD88 comp 0, Lmaj promast 20, G6PDH CS -4 and PMI act 1.2.
`O=C(NCc1ccccc1)c1nc(-c2cccs2)no1` gave Diaph inh CS 7, Diaphorase act 0.9, DTT redox prof -0.7, S1P3 antag 7, Hsp70 activator -0.1, PMI act hi M6P 1, RAM network inh -0.2, TLR4 MyD88 comp 13, Lmaj promast -2, G6PDH CS -1 and PMI act 1.
Screening O=C(CSC1=Nc2ccccc2C2=NC(CC(=O)N3CCN(c4ccccc4)CC3)C(=O)N12)NCC1CCCO1 (stereo unspecified) returned Diaph inh CS 19, Diaphorase act 0.8, DTT redox prof -0.5, S1P3 antag -7, Hsp70 activator -0.6, PMI act hi M6P 0.8, RAM network inh 1.4, TLR4 MyD88 comp 4, Lmaj promast -5, G6PDH CS 3 and PMI act 0.9.
For O=C(Cc1cc(=O)[nH]c(=O)[nH]1)N1CCC(Cc2ccccc2)CC1 the results were Diaph inh CS 7, Diaphorase act 0.9, DTT redox prof -0.3, S1P3 antag -3, Hsp70 activator -0.3, PMI act hi M6P 1.1, RAM network inh 0.5, TLR4 MyD88 comp -8, Lmaj promast -3, G6PDH CS 2 and PMI act 1.1.
Screening CCCCNC(=O)Oc1cc(CCl)on1 returned Diaph inh CS 70*, Diaphorase act 0.3, DTT redox prof -2.1, S1P3 antag -13, Hsp70 activator -0.2, PMI act hi M6P 1, RAM network inh 1.4, TLR4 MyD88 comp 2, Lmaj promast 2, G6PDH CS 7 and PMI act 1.1.
COc1ccc(-n2ncc3c(NCc4cccs4)ncnc32)cc1 was read as Diaph inh CS 6, Diaphorase act 0.9, DTT redox prof 2.3, S1P3 antag 39, Hsp70 activator 1.2, PMI act hi M6P 1, RAM network inh 4.9, TLR4 MyD88 comp -3, Lmaj promast 21, G6PDH CS 7 and PMI act 0.9.
`O=C(CCc1nnc(CCCc2ccccc2)o1)N1CCCCCC1` gave Diaph inh CS 14, Diaphorase act 0.9, DTT redox prof -0.7, S1P3 antag 5, Hsp70 activator -0.1, PMI act hi M6P 1, RAM network inh -0.4, TLR4 MyD88 comp -2, Lmaj promast -3, G6PDH CS 7 and PMI act 1.
`O=C1CCCC2=C1C(c1ccc(O)c(O)c1)c1c(ccc3ncccc13)N2` (stereo unspecified) gave Diaph inh CS 45, Diaphorase act 0.6, DTT redox prof 0.3, S1P3 antag -1, Hsp70 activator 0.1, PMI act hi M6P 0.5, RAM network inh 1.9, TLR4 MyD88 comp 2, Lmaj promast -11, G6PDH CS 17 and PMI act 0.6.
For Clc1ccccc1Sc1cnc2ccccc2n1 the results were Diaph inh CS 14, Diaphorase act 0.9, DTT redox prof 0.0, Hsp70 activator -0.2, PMI act hi M6P 1, RAM network inh 1.6, TLR4 MyD88 comp 0, Lmaj promast -3, G6PDH CS -2 and PMI act 1.
`Cc1nc(NCCc2ccc(S(N)(=O)=O)cc2)c2c(C)c(C)sc2n1` gave Diaph inh CS 26, Diaphorase act 0.7, DTT redox prof -1.3, Hsp70 activator -0.5, PMI act hi M6P 0.9, RAM network inh 0.5, TLR4 MyD88 comp -1, Lmaj promast 11, G6PDH CS 4 and PMI act 0.8.
`O=C(N/N=C/c1ccc(N2CCOCC2)cc1)C1CC1` gave Diaph inh CS 0, Diaphorase act 1, DTT redox prof 0.1, S1P3 antag -3, Hsp70 activator 0.1, PMI act hi M6P 1.1, RAM network inh 3.7, TLR4 MyD88 comp -5, Lmaj promast 12, G6PDH CS 8 and PMI act 1.1.
Screening COc1ccc(N2C(=O)C3C4C=CC(C5CC45)C3C2=O)c([N+](=O)[O-])c1 (stereo unspecified) returned Diaph inh CS 13, Diaphorase act 0.9, DTT redox prof -1.6, Hsp70 activator -0.5, PMI act hi M6P 0.9, RAM network inh -1.4, TLR4 MyD88 comp -14, Lmaj promast 1, G6PDH CS 15 and PMI act 0.9.
Screening CCc1cc2c(=O)c(-c3cnn(-c4ccccc4)c3)coc2c(CN2CCOCC2)c1O returned Diaph inh CS 20, Diaphorase act 0.8, DTT redox prof -1.0, S1P3 antag -18, Hsp70 activator -0.1, PMI act hi M6P 0.9, RAM network inh 0.4, TLR4 MyD88 comp -5, Lmaj promast 38, G6PDH CS -2 and PMI act 0.8.
Screening CN=C1CC(SC)=C1c1ccc(C)cc1 returned Diaph inh CS 3, Diaphorase act 1, DTT redox prof -0.7, Hsp70 activator -0.1, PMI act hi M6P 1, RAM network inh 0.2, TLR4 MyD88 comp 16, Lmaj promast 4, G6PDH CS 1 and PMI act 1.1.
`CCCCC(=O)c1ccc(O)cc1O` gave DTT redox prof 0.6, Hsp70 activator 0.1, RAM network inh 0.6, TLR4 MyD88 comp -4 and Lmaj promast -4.
For Cc1cc(C)cc(OCc2nnc(SCC(=O)Nc3ccccc3)o2)c1 the results were Diaph inh CS 8, Diaphorase act 0.9, DTT redox prof 0.8, S1P3 antag 14, Hsp70 activator -0.3, PMI act hi M6P 1, RAM network inh 5.8, TLR4 MyD88 comp 0, Lmaj promast 0, G6PDH CS -3 and PMI act 0.9.
Screening N#CC1=C(N)OC2=C(C(=O)CCC2)C1C1C=CCCC1 (stereo unspecified) returned Diaph inh CS 9, Diaphorase act 0.9, DTT redox prof 1.1, S1P3 antag 24, Hsp70 activator -0.1, PMI act hi M6P 0.9, RAM network inh 0.7, TLR4 MyD88 comp 2, Lmaj promast 7, G6PDH CS -4 and PMI act 0.9.
For S=C(NCCCN1CCOCC1)Nc1ccc(Cl)cc1Cl the results were Diaph inh CS 6, Diaphorase act 0.9, DTT redox prof 0.2, S1P3 antag -5, Hsp70 activator -0.1, PMI act hi M6P 1.1, RAM network inh 0.5, TLR4 MyD88 comp -1, Lmaj promast 99*, G6PDH CS 3 and PMI act 1.1.
For O=C(O)/C=C\C(=O)N1CCc2ccccc21 the results were Diaph inh CS 9, Diaphorase act 0.9, DTT redox prof -0.1, S1P3 antag 5, Hsp70 activator -0.4, PMI act hi M6P 1, RAM network inh 1.9, TLR4 MyD88 comp -17, Lmaj promast -5, G6PDH CS -3 and PMI act 1.
Screening NS(=O)(=O)c1ccc(CCNC(=O)/C=C/c2ccc([N+](=O)[O-])cc2)cc1 returned Diaph inh CS 11, Diaphorase act 0.9, DTT redox prof -0.6, S1P3 antag 12, Hsp70 activator -0.3, PMI act hi M6P 1.2, RAM network inh 5.7, TLR4 MyD88 comp -2, Lmaj promast 9, G6PDH CS 10 and PMI act 1.2.

Next part; it opens with the two that closed the last part.
For O=C(O)/C=C\C(=O)N1CCc2ccccc21 the results were Diaph inh CS 9, Diaphorase act 0.9, DTT redox prof -0.1, S1P3 antag 5, Hsp70 activator -0.4, PMI act hi M6P 1, RAM network inh 1.9, TLR4 MyD88 comp -17, Lmaj promast -5, G6PDH CS -3 and PMI act 1.
Screening NS(=O)(=O)c1ccc(CCNC(=O)/C=C/c2ccc([N+](=O)[O-])cc2)cc1 returned Diaph inh CS 11, Diaphorase act 0.9, DTT redox prof -0.6, S1P3 antag 12, Hsp70 activator -0.3, PMI act hi M6P 1.2, RAM network inh 5.7, TLR4 MyD88 comp -2, Lmaj promast 9, G6PDH CS 10 and PMI act 1.2.
`CCN(CCCNC(=O)CSc1cc(=O)n(C)c2cc(Cl)ccc12)Cc1ccccc1` gave Diaph inh CS 3, Diaphorase act 1, DTT redox prof 0.0, S1P3 antag -12, Hsp70 activator -0.1, PMI act hi M6P 1, RAM network inh 1.0, TLR4 MyD88 comp -8, Lmaj promast 20, G6PDH CS -6 and PMI act 0.9.
O=C(Nc1ccn(-c2ccccc2)n1)c1ccc(Cl)cc1 was read as Diaph inh CS 14, Diaphorase act 0.9, DTT redox prof -0.3, S1P3 antag -9, Hsp70 activator -0.1, PMI act hi M6P 0.9, RAM network inh 1.4, TLR4 MyD88 comp 1, Lmaj promast 43, G6PDH CS -11 and PMI act 0.8.
Screening COc1ccc(C(Nc2ccccn2)c2oc(CO)cc(=O)c2O)cc1 (stereo unspecified) returned Diaph inh CS 11, Diaphorase act 0.9, DTT redox prof -0.2, S1P3 antag -29, Hsp70 activator -0.2, PMI act hi M6P 0.6, RAM network inh 0.8, TLR4 MyD88 comp -2, Lmaj promast -4, G6PDH CS 11 and PMI act 1.
For O=C(Nc1ccc(SC(F)F)cc1)C12CCC(CC1)C2 the results were Diaph inh CS 21, Diaphorase act 0.8, DTT redox prof 0.1, S1P3 antag -4, Hsp70 activator 0.2, PMI act hi M6P 0.9, RAM network inh 0.8, TLR4 MyD88 comp -15, Lmaj promast 7, G6PDH CS -6 and PMI act 0.9.
CC1(C)CC2CC(C)(CN2C(=O)CCCN2C(=O)c3ccccc3C2=O)C1 (stereo unspecified) was read as Diaph inh CS 2, Diaphorase act 1, DTT redox prof -2.8, S1P3 antag -24, Hsp70 activator -0.2, PMI act hi M6P 1.1, RAM network inh 1.1, TLR4 MyD88 comp 3, Lmaj promast 1, G6PDH CS -2 and PMI act 1.
N/C(=N\c1nc2c(c(=O)[nH]1)CCCC2)Nc1ccccc1 was read as Diaph inh CS 6, Diaphorase act 0.9, DTT redox prof -0.4, S1P3 antag 12, Hsp70 activator -0.2, PMI act hi M6P 1, RAM network inh 2.0, TLR4 MyD88 comp -14, Lmaj promast 7, G6PDH CS -4 and PMI act 1.1.
Screening Cc1[nH]c2ccccc2c1C(=O)/C=C/c1ccccc1Cl returned Diaph inh CS 8, Diaphorase act 0.9, DTT redox prof 0.1, S1P3 antag 0, Hsp70 activator -0.4, PMI act hi M6P 1.1, RAM network inh 5.4, TLR4 MyD88 comp 13, Lmaj promast 4, G6PDH CS 8 and PMI act 0.9.
Screening CCOC(=O)c1ccc(NC(=O)CN(Cc2ccc(Cl)cc2)S(C)(=O)=O)cc1 returned Diaph inh CS 20, Diaphorase act 0.8, DTT redox prof 0.0, Hsp70 activator -0.5, PMI act hi M6P 0.9, RAM network inh 3.1, TLR4 MyD88 comp 5, Lmaj promast 100*, G6PDH CS 2 and PMI act 0.8.

Source: PubChem BioAssay
